Source: PubChem
GBA activity up = increases beta-glucosidase activity in Gaucher fibroblasts. L444P Gaucher fibroblasts, 4-MU-glucoside fluorescence, 3 days. activation, % at 10 µM. 30,000 tested, 0.44% active; in the data active means activation above about 65%;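 further: 0% = vehicle wells and 100% = positive control wells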
Target sequence (P04062 whole entry L483P): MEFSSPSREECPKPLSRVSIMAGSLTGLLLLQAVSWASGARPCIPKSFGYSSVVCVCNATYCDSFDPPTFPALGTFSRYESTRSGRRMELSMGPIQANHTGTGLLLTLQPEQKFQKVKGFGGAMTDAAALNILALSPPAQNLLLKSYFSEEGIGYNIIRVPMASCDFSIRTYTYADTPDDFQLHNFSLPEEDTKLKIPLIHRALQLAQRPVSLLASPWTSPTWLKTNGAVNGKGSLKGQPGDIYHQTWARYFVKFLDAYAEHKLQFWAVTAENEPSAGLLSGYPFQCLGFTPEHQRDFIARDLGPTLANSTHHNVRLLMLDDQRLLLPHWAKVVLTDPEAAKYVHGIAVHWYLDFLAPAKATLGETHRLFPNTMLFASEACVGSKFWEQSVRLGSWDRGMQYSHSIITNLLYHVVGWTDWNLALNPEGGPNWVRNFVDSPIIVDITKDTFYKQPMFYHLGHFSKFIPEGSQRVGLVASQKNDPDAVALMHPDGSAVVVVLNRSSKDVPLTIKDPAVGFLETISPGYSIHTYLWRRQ
The depositor's hits bear a star.

Compound | GBA activity up
Clc1cccc(NCc2nnc(SCc3ccccc3)o2)c1 | -29.5
CCCCOC(=O)c1ccc(OC(=O)c2cccnc2)cc1 | 2.0
Cc1ccc(N(C(=O)c2ccc(S(=O)(=O)N3CCOCC3)cc2)C2C=CS(=O)(=O)C2)cc1 (stereo unspecified) | -2.6
O=C(O)COc1cccc2nsnc12 | -1.6
CC(=O)Nc1cc2c(cc1C(=O)c1ccc(C)cc1)OCCO2 | -27.3
Cc1ccc(C2/C(=C(\O)c3c(C)nc4ccccn34)C(=O)C(=O)N2CCCN(C)C)o1 (stereo unspecified) | 2.3
N#CCCNCC1(c2ccccc2)CCCC1 | -16.9
O=C(NCc1ccco1)c1cccc2c1C(=O)N(C1CCCCC1)C2 | 9.3
O=c1cc(-c2ccc(Cl)c(Cl)c2)[nH][nH]1 | -16.2
CCN1CCCC1CN(Cc1cc2cc(C)cc(C)c2[nH]c1=O)C(=O)Nc1ccccc1OC (stereo unspecified) | -21.3

Some of the entries so far, as labelled records.
> Cc1ccc(C2/C(=C(\O)c3c(C)nc4ccccn34)C(=O)C(=O)N2CCCN(C)C)o1 (stereo unspecified)
  GBA activity up = 2.3

> N#CCCNCC1(c2ccccc2)CCCC1
  GBA activity up = -16.9

(further entries)
Compound | GBA activity up
CCNc1c(N)c(=O)oc2ccccc12 | -7.1
O=C(O)c1cccc(N2C(=O)CCC2=O)c1 | 3.1
Cc1cc(C)n(-c2nc(C)nc3sc4c(c23)CCC(C)C4)n1 (stereo unspecified) | -36.3
COc1cc2c(C#N)c(N3CCCCC3)nc(N)c2c(N)n1 | -18.9
O=C(Nc1ccc(F)cc1)N1CCOCC1 | -4.2
Cc1noc(C)c1COC(=O)CCCc1c[nH]c2ccccc12 | -0.6
Cc1cc(C)nc(N2CCC(C(=O)NCCc3ccccc3)CC2)n1 | -24.5
CC(C)c1ccc(NS(=O)(=O)c2ccc3[nH]cc(C(=O)N4CCC(C(N)=O)CC4)c(=O)c3c2)cc1 | -3.2
O=C(c1ccccc1)c1ccncc1 | 9.6
O=c1[nH]c2ccc(S(=O)(=O)N3CCN(c4ccccc4F)CC3)cc2s1 | -4.8

Further records follow:
Compound | GBA activity up
Cc1c(Cl)cccc1NC(=O)CCN1CCCC(C)C1 (stereo unspecified) | -69.4
Cn1cccc1C(=O)NC(=O)COC(=O)Cc1coc2ccc3ccccc3c12 | -54.5
Cc1ccc(C(=O)Nc2ncc(Cc3ccc(F)cc3)s2)o1 | 12.9
Cc1n[nH]c(C)c1S(=O)(=O)N1CCN(c2ccccn2)CC1 | -4.2
N#CC1=C(N)C(C#N)(C#N)C(c2ccc[nH]2)C2CCCC=C12 (stereo unspecified) | 1.4
Cc1ccc(-c2nn3c(C)nnc3s2)cc1NC(=O)c1cccnc1 | -19.9
O=C(NCc1ccco1)C1CCN(S(=O)(=O)N2CCC3(CC2)OCCO3)CC1 | -9.1
CCOC(=O)CCc1nc2ccccc2[nH]1 | 4.6
Cc1noc(C)c1COC(=O)Cc1ccc(Cl)c(Cl)c1 | -11.3
Cc1cccc(NCc2ccccc2O)c1C | -7.8

(further entries)
Compound | GBA activity up
Cc1ccc(S(=O)(=O)O)c(C)c1N1CCCC1=O | 15.4
Cc1cc(NCCN(C)C)n2nc(-c3cccs3)cc2n1 | 19.4
COC(=O)C1=C(N)OC2=C(C(=O)CC(C)(C)C2)C1c1ccoc1 (stereo unspecified) | -2.6
CCN1CCCC1CNC(=O)Cn1cnc2ccc(S(=O)(=O)N3CCC(C)CC3)cc2c1=O (stereo unspecified) | -53.2
c1csc(Cc2nc3ccccc3[nH]2)c1 | 7.5
Cc1ccc(-c2nnn(CC(=O)N3CCN(c4nc5ccccc5s4)CC3)n2)cc1 | -13.4
COc1ccc(N2C(=O)C3C4C=CC(C4)C3C2=O)nn1 (stereo unspecified) | -23.7
CCc1cc2c(=O)c(-c3nc4ccccc4n3C)c(C(C)C)oc2c(CN2CCN(C)CC2)c1O | -4.4
CC1(C)CC(=O)C2=C(C1)N(c1cccc(O)c1)C1=C(C2)C(=O)CC(C)(C)C1 | 18.1
CC(NC(=O)OCc1ccccc1)C(=O)N1CC(O)CC1C(=O)O (stereo unspecified) | -13.1

(cont.)
Compound | GBA activity up
Cc1nc(NC2=NCN(CCCN3CCOCC3)CN2)nc2c(C)cccc12 | -44.4
CC(=O)COc1cc(C)cc2oc(=O)c(C)c(C)c12 | -0.9
COc1ccc2c(CSc3nc4nc(C)cc(C)n4n3)cc(=O)oc2c1 | -7.9
CCn1c(SCC(=O)C(C)(C)C)nnc1-c1cnccn1 | 12.2
C=CCn1c(SCC(=O)NC2CCS(=O)(=O)C2)nc2scc(C3CC3)c2c1=O (stereo unspecified) | 31.1
CC1(c2ccccc2Cl)NC(=O)N(CC(=O)NC(=O)NCc2ccco2)C1=O (stereo unspecified) | -9.6
CCc1nnc(NS(=O)(=O)c2ccc(NC(=O)OC)cc2)s1 | 4.0
COc1ccc(C)cc1NC(=O)c1cc2cc3ccc(C)cc3nc2o1 | 1.1
CC1(C)OC(=O)C(=CNc2cccc(C(=O)O)c2)C(=O)O1 | -10.0
O=C1C2C3C=CC(C3)C2C(=O)N1CCN1CCN(S(=O)(=O)c2ccc3ccccc3c2)CC1 (stereo unspecified) | -10.5

(next part)
Compound | GBA activity up
CCCN1C(=O)c2ccc(C(=O)Nc3cc(C)on3)cc2C1=O | -18.7
CCc1ccccc1N=C1SCC(=O)N1C | -37.9
COc1ccc(S(=O)(=O)NCc2ccc3c(c2)OCO3)cc1C(=O)O | 0.2
CC(C)c1ccc(NC(=O)c2cnn(-c3ccccc3)c2NC(=O)c2ccco2)cc1 | 13.5
CCCC12CN3CC(C)(CN(C1)C31CCCCC1)C2=O | -21.5
O=C(CSc1nnc(Cc2ccccc2)o1)NC1CC2CCC1C2 (stereo unspecified) | -45.9
O=C(Cn1nnc(-c2ccccc2NC(=O)c2ccco2)n1)NC1CCCCC1 | -24.4
OCC#Cc1cnc2ccccc2c1 | -3.9
Fc1ccccc1COc1cccc(/C=N/n2cnnc2)c1 | 0.2
COc1cccc(-c2cc3nc(-c4ccccc4)cc(N4CCC5(CC4)OCCO5)n3n2)c1 | -3.1

The list continues:
SMILES,GBA activity up
COCCOC(=O)C1=C(C)NC2=C(C(=O)CCC2)C1c1ccc(N(C)C)cc1 (stereo unspecified),-0.7
C=CCn1c(C)cc(C(=O)COc2nncc3ccccc23)c1C,-37.9
CC(=O)N(c1cccc(Br)c1)C1C=CS(=O)(=O)C1 (stereo unspecified),-50.1
CCOc1ccccc1-n1c(SCC(N)=O)nnc1-c1ccc(O)cc1,115.7*
CN(C(=O)CSc1nc2c(c(=O)[nH]1)CCCC2)C1CCCCC1,14.1
COc1ccc(CCn2c(=O)[nH]c3cc(C(=O)NCCCN4CCOCC4)ccc3c2=O)cc1OC,-10.4
CC(C)c1ccc(S(=O)(=O)N2CCN(C(=O)c3cccc(F)c3)CC2)cc1,8.9
ON1C2CCCCC2N(O)C1c1c(F)c(F)c(F)c(F)c1F (stereo unspecified),-9.8
Cc1csc(NC(=O)CSc2nnc(-c3ccccn3)n2-c2ccc(C)c(C)c2)n1,14.2
Cc1ccc(NC(=O)CCn2cccc2)cc1Cl,11.5
NC(=O)c1ccccc1N/C=C/C(=O)c1ccccc1,-18.8
COc1ccc(-c2noc(-c3ccco3)n2)cc1OC,-5.6
Cc1ccc(C(=O)COC(=O)c2ccc(Br)o2)cc1C,-2.3
CN(C)S(=O)(=O)N(CC(=O)Nc1ccccc1F)c1ccccc1,-12.4
Cc1c2cnn(-c3ccccc3)c(=O)c2c(C)n1CCCC(=O)N1CCN(c2ncccn2)CC1,-5.1
NS(=O)(=O)c1ccc(CCNC(=O)C2CCCCN2S(=O)(=O)c2ccccc2)cc1 (stereo unspecified),4.3
CCCc1ccc(C(=O)N2CCN(c3ccccc3OCC)CC2)cc1,-2.4
CCCCOc1ccc(C(=O)Nc2ccc(N3CCN(C)CC3)cc2)cc1,-20.4
Cc1ccc(N(CC(=O)NC2CC3CCC2C3)S(C)(=O)=O)cc1C (stereo unspecified),-18.2
CCc1cccc(NC(=O)c2ccc(Br)o2)c1,13.5
COCCNCC#CCOc1ccc(OC)cc1,-5.3
CC(C)C(C)(C#N)NC(=O)CSc1nnc(-c2ccncc2)n1Cc1ccccc1 (stereo unspecified),-4.5
COCCCN1C(=O)C(=O)/C(=C(/O)c2ccc3c(c2)CC(C)O3)C1c1cccnc1 (stereo unspecified),-22.4
CCCN(CCC)c1nc2ccccc2n2c(C)nnc12,-13.0
CC1(C)NC(=O)N(CC(O)COc2ccc(-c3ccccc3)cc2)C1=O (stereo unspecified),-26.2

Next section
SMILES,GBA activity up
N#Cc1ccccc1Sc1ccccc1C(=O)OCc1nnc(-c2ccccc2)o1,12.9
COc1ccc(CCNC(=O)COc2ccc(S(=O)(=O)N3CCOCC3)cc2)cc1,-14.1
CCCC(=O)NCCc1cc2ccc(OC)cc2[nH]c1=O,3.4
Cc1ccc(C(=O)c2nocc2C(=O)c2cccs2)cc1,-11.6
COc1ccccc1-c1nnc(SCC(=O)Nc2nc(-c3ccccc3)cs2)n1C,35.4
COc1cccc(NS(=O)(=O)c2ccc(Br)s2)c1,-28.8
CCOc1ccc(C2C=C(c3ccc(C)cc3)Nc3ncnn32)cc1 (stereo unspecified),-21.9
COc1ccccc1NC(=O)C1=C(C)Nc2nc(-c3cccs3)nn2C1c1cccc(O)c1 (stereo unspecified),55.2
O=C(CNS(=O)(=O)c1cccc(C(F)(F)F)c1)Nc1ccccc1F,-12.2
O=C(CN1C(=O)c2cccc3cccc1c23)NCc1cccnc1,0.4
O=C(C(c1ccccc1)c1ccccc1)N1CCN(CC(O)COc2ccccc2)CC1 (stereo unspecified),-63.0
COc1ccc(C(OC(=O)c2ccco2)C(=O)NCC2CCCO2)cc1 (stereo unspecified),-42.7
O=C(CCS(=O)(=O)Cc1ccccc1)NC1CCCCC1,3.7
Cn1ncc2c1ncn1nc(CCc3ccccc3)nc21,-43.5
O=C(Cc1cn2ccsc2n1)Nc1nc2c(s1)CCCC2,-14.6
CCCCNC(=O)OC(C)CNC(=O)Oc1cccc(C)c1 (stereo unspecified),6.1
COc1ccc(NC(=O)CSc2nccn2-c2ccccc2)c(OC)c1,28.7
Cc1cc(NCCCN2CCOCC2)n2nc(C)c(-c3ccc(F)cc3)c2n1,8.8
CC(=O)CCc1oc2ccc(NC(C)=O)cc2c1-c1ccc(C)o1,2.2
CC(C)c1nccn1S(=O)(=O)c1cc(Cl)ccc1Cl,-15.5
O=C(CN1CCN(c2ccc(F)cc2)CC1)Nc1ccc(-n2cnnn2)cc1,-25.6
CCCOc1ccc(NC(N)=O)cc1OCCC,-11.0
CCSCCNC(=O)c1cncc(Br)c1,-4.1
CSc1nncn1/N=C/c1cc(Cl)ccc1F,-4.8
O=C(Nc1ccc2sccc2c1)c1ccc(Cl)s1,3.9

Of the compounds above, 15 have a furan ring, fused or not:
SMILES,GBA activity up
Cc1ccc(C2/C(=C(\O)c3c(C)nc4ccccn34)C(=O)C(=O)N2CCCN(C)C)o1 (stereo unspecified),2.3
O=C(NCc1ccco1)c1cccc2c1C(=O)N(C1CCCCC1)C2,9.3
Cn1cccc1C(=O)NC(=O)COC(=O)Cc1coc2ccc3ccccc3c12,-54.5
Cc1ccc(C(=O)Nc2ncc(Cc3ccc(F)cc3)s2)o1,12.9
O=C(NCc1ccco1)C1CCN(S(=O)(=O)N2CCC3(CC2)OCCO3)CC1,-9.1
COC(=O)C1=C(N)OC2=C(C(=O)CC(C)(C)C2)C1c1ccoc1 (stereo unspecified),-2.6
CC1(c2ccccc2Cl)NC(=O)N(CC(=O)NC(=O)NCc2ccco2)C1=O (stereo unspecified),-9.6
COc1ccc(C)cc1NC(=O)c1cc2cc3ccc(C)cc3nc2o1,1.1
CC(C)c1ccc(NC(=O)c2cnn(-c3ccccc3)c2NC(=O)c2ccco2)cc1,13.5
O=C(Cn1nnc(-c2ccccc2NC(=O)c2ccco2)n1)NC1CCCCC1,-24.4
COc1ccc(-c2noc(-c3ccco3)n2)cc1OC,-5.6
Cc1ccc(C(=O)COC(=O)c2ccc(Br)o2)cc1C,-2.3
CCc1cccc(NC(=O)c2ccc(Br)o2)c1,13.5
COc1ccc(C(OC(=O)c2ccco2)C(=O)NCC2CCCO2)cc1 (stereo unspecified),-42.7
CC(=O)CCc1oc2ccc(NC(C)=O)cc2c1-c1ccc(C)o1,2.2

Next structures follow.
SMILES,GBA activity up
COCCNC(=O)c1cc2sc3ccccc3c2s1,-16.5
Cc1ccnc(NC(=O)CCC(=O)N(CC(=O)NCC2CCCO2)Cc2ccc(F)cc2)c1 (stereo unspecified),-20.8
CCC1(CC)C(=O)C(C)(C)C(=O)OC1c1cccs1 (stereo unspecified),8.5
CCn1c(SCC(=O)NCCOc2ccccc2)nc2ccccc2c1=O,-5.6
N#C/C(=C(/O)CN1C(=O)c2ccccc2C1=O)c1nc2ccccc2[nH]1,-1.2
O=C1CCCN1CCCN1C(=O)N[C@@H](Cc2ccccc2)C1=O,-21.3
Cc1cc(C)n2cc(CSc3nnnn3-c3ccccc3C)nc2n1,15.4
Cn1c(CNc2ccc(Cl)cc2)nnc1SCc1ccccc1,-19.9
CC(C)CN(CC(C)C)S(=O)(=O)N1CCC(C(=O)NCCN2CCOCC2)CC1,36.9
COCC(=O)Nc1nc2ccc(S(C)(=O)=O)cc2s1,-3.9
CC1CCCN(S(=O)(=O)c2ccc(NC(=O)c3cccc(-n4cnnn4)c3)cc2)C1 (stereo unspecified),-10.2
Cc1cc(C)cc(N2CCN(C(=O)N3CCOCC3)CC2)c1,71.6*
CCOC(=O)N1CCN(C(=O)C2CC(c3ccccc3OC)=NO2)CC1 (stereo unspecified),-6.3
OCCN1CN=C(Nc2nc3ccccc3o2)NC1,-6.3
O=C1CSC(c2cccnc2)N1C1CCCCC1 (stereo unspecified),-2.5
CCS(=O)(=O)Nc1ccc(-c2nnc(SCC(=O)c3ccc(NC(C)=O)c(OC)c3)o2)cc1,-21.2
Cc1noc(/C=C/N(C)C)c1S(=O)(=O)N(C)CC(=O)N1CCc2ccccc21,10.7
CCOc1ccc(NC(=O)c2cc3n(n2)C(C(F)(F)F)CC(c2ccco2)N3)cc1 (stereo unspecified),24.8
COc1ccc(-n2ncc3c(NCc4ccccn4)ncnc32)cc1,-1.8
COc1ccc(C(=O)N2CCN(c3nc4ccccc4o3)CC2)cc1OC,-12.7
CCCc1nnc(NC(=O)c2cc(OC)cc(OC)c2)s1,-49.8
Cc1cc(C(=O)O)c(S(C)(=O)=O)s1,-6.6
CCOC(=O)c1nnn(-c2nn3nnnc3c3ccccc23)c1C,-7.3
CN(CCNC(=O)C1(O)c2ccccc2NC(=O)N1c1ccccc1)Cc1ccccc1 (stereo unspecified),-0.4

An excerpt; count on the stated rates, not on these rows.
